# RAD52 anneal inh = blocks human RAD52 DNA annealing. recombinant RAD52 DNA annealing, FRET fluorescence. 360,000 tested, 0.46% active. AID 651710. inhibition, % at 18.7 µM. P43351;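 active means every replicate showing at least 50% inhibition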
# Target sequence (P43351 whole entry, looked up): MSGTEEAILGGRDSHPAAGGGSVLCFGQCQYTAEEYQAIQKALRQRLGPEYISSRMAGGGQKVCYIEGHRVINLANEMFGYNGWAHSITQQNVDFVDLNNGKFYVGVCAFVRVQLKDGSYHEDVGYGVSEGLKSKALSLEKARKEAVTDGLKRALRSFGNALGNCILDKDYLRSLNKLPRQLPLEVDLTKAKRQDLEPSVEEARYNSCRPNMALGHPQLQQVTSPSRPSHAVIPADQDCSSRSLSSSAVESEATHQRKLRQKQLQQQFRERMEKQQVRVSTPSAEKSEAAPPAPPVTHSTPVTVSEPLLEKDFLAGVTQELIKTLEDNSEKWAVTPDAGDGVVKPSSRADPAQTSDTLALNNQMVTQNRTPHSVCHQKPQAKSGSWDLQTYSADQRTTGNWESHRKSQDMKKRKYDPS
# XiGFP reactiv = activators of X-chromosome reactivation in mouse fibroblasts | 360,000 tested, 0.055% active | XiGFP mouse fibroblasts, % GFP-positive cells imaging, 3 d; cells co-treated with 5-aza-dC sensitizer; scaled so ellipticine positive control = 100% | activation, % at 7.58 µM;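 active means mean normalized replicate activation at least 10% and every replicate at or above 10%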;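 further: 0% = median of on-plate neutral control wells and 100% = ellipticine 6 µM median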
#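 material = 68-5-11 XiGFP fibroblast line | medium = DMEM plus 5-aza-dC sensitizer | schedule = 3 days compound exposure | benchmarks = positive control ellipticine, 6 µM final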
# F508del corr = correctors of CFTR F508del function in bronchial epithelial cells; 350,000 tested, 0.36% active; activity (quench increase), % at 7.58 µM; CFBE cells, YFP halide quenching; stimulated with forskolin plus potentiator P3; % fluorescence drop versus neutral controls;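 active means mean added fluorescence quench of at least 8% versus neutral control, with both replicates also reaching 8%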;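 further: cells transiently co-express mutant CFTR-F508del with the halide-sensitive YFP; corrector assay measuring rescue of mutant channel to the surface after 24 h compound exposure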
# ERAP1 HTS inh = inhibitors of human ERAP1 aminopeptidase. Q9NZ08. recombinant ERAP1, Leu-AMC fluorescence, 60 min. inhibition, % at 10.7 µM. 340,000 tested, 0.15% active;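 active means mean replicate inhibition of at least 30%, or all replicates individually reaching that 30% level; inactive means mean below 30% and not every replicate reaching it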;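 further: 0% = neutral control wells and 100% = L-leucinethiol positive control wells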
# ARNT TACC3 PPI = ARNT/TACC3 interaction disruption; Q9Y6A5; AlphaScreen His-ARNT PAS-B/GST-TACC3 binding, luminescence; TACC3 fragment carries E629A point mutation; inhibition, % at 9.99 µM; 390,000 tested, 0.66% active; AID 623870;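 active means mean inhibition of replicates at least 50% and at least half of replicates each reaching 50%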;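 further: 0% = complete ARNT plus TACC3 wells and 100% = ARNT alone without TACC3; many hits fall short of the cut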
# INS-1E GSIS act = primary screen for activators of insulin secretion dependent on glucose, INS-1E cells, GLuc reporter luminescence; INS-1E GLuc reporter insulin secretion, 2-3 h; activation, % at 16.6 µM; 370,000 tested, 0.61% active;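 active means lowest replicate activation of at least 40%, so every replicate reaches that level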;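 further: 0% = median of neutral control wells and 100% = median of IBMX positive control wells; some compounds called inactive have numbers as strong as hits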
# RAD54 branch = inhibitors of human RAD54 branch migration. Q92698. RAD54 Holliday junction branch migration, FAM/BHQ fluorescence. inhibition, % at 10.4 µM. 360,000 tested, 0.14% active. AID 602329;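 active means mean normalized replicate activity at least 40 and at least half of replicates scoring 40 or more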;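 further: 0% = median of neutral control wells and 100% = median of positive control wells; inhibitors cause a drop in the FAM fluorescence signal; in these data hits start at about 50%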
# esBAF inh = inhibitors of esBAF chromatin remodeling in mouse ES cells; Bmi1-luciferase knock-in reporter, 24 h; 100% = twice the neutral-well signal; reporter increase, % at 12.5 µM; 350,000 tested, 2% active; in the data active means activation above about 40%;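 further: 0% = median of the plate's neutral control wells and 100% = double that signal; a rise in the Bmi1 reporter signal indicates esBAF inhibition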
# Active calls of the source: *; / = not tested or not shown; & = joins results of further samples.
SMILES,RAD52 anneal inh,XiGFP reactiv,F508del corr,ERAP1 HTS inh,ARNT TACC3 PPI,INS-1E GSIS act,RAD54 branch,esBAF inh
O=C(NCCc1ccc2c(c1)OCCO2)c1cc(S(=O)(=O)N2CCCC2)ccc1Cl,-29,0.0,-3.7,-6,7,5,3,4
COc1ccc(S(=O)(=O)N(C)C[C@@H]2OCCCC[C@@H](C)Oc3ccc(NS(C)(=O)=O)cc3C(=O)N([C@@H](C)CO)C[C@@H]2C)cc1,-16,0.0,-0.3,0,-2,27,0,-3
C[C@@H]1CCCCO[C@@H](CN(C)C(=O)Nc2cccc3ccccc23)[C@H](C)CN([C@@H](C)CO)C(=O)c2cc(NC(=O)Nc3ccc(F)cc3)ccc2O1,-5,0.3,3.2,-1,23,11,-4,3
COc1cc(/C=N\NS(=O)(=O)c2ccccc2)cc(OC)c1OC,-3,0.0,-2.9,1,-5,3,-4,-8
COc1ccc2c(CN3CCN(c4ccccc4OC)CC3)cc(=O)oc2c1,-17,-0.1,0.4,/,/,-11,-3,5
O=C(CSC1CS(=O)(=O)c2cc([N+](=O)[O-])ccc21)NNC(=O)c1ccccc1 (stereo unspecified),-3,0.1,-0.9,/,2,-8,-5,/
C[C@H]1CN([C@@H](C)CO)C(=O)c2cc(NC(=O)Cc3ccccc3)ccc2O[C@H]1CN(C)CC1CC1,-8,0.0,2.1,-1,-7,9,0,-1
Cc1ccc(N2C(=O)[C@@H]3[C@H](C2=O)[C@H]2C=CC=NN2[C@@H]3C(=O)Nc2ccccc2)cc1,-15,0.1,0.0,1,-1,0,/,/
O=C(NCc1cccnc1)C1CCN(S(=O)(=O)c2cccnc2)CC1,/,/,/,/,-19,5,-5,-9
Cc1nn(CC(=O)Nc2ccccc2C(F)(F)F)c(=O)c2cccn12,-11,0.2,-1.0,-3,3,24,10,-5
O=C(NCC1CCCO1)c1cccc(S(=O)(=O)Nc2cccc(C(F)(F)F)c2)c1 (stereo unspecified),-7,0.1,-0.3,0,2,-7,1,-9
Cc1ccc(C2c3c(oc4cc(C)c(C)cc4c3=O)C(=O)N2CCCN2CCOCC2)cc1 (stereo unspecified),-13,0.0,-2.6,-1,-7,-1,0,12
Cc1ccc(-c2nnn(CC(=O)N(c3ccccc3)C(C(=O)NC3CCCC3)c3ccncc3)n2)o1 (stereo unspecified),-5,0.0,1.0,1,-12,4,5,2
C[C@H](CO)N1C[C@H](C)[C@@H](CN(C)CC2CCCC2)Oc2cc(Br)ccc2S1(=O)=O,11,-0.1,-3.5,-2,-3,-7,-1,-6
COc1ccc(CCNC(=O)C2CCN(S(=O)(=O)c3ccc4c(c3)oc(=O)n4C)CC2)cc1OC,-1,0.0,0.1,-1,-3,-16,-6,-1
CSc1ccccc1NC(=O)CSc1nnc(COc2ccccc2)o1,7,-0.1,2.7,2,-7,1,6,-10
O=C(Cc1ccc(F)cc1)Nc1nnc(SCC(=O)N2CCCCC2)s1,-7,-0.1,-1.1,-3,0,-1,/,/
CCOC(=O)C1(Cc2cccc(OC)c2)CCN(Cc2ccc(OC)c(OC)c2)CC1,-15,-0.1,-0.4,5,-24,/,2,-3
COc1cc(Cl)c(C)cc1NC(=O)CN1CCN(C(=O)c2cccs2)CC1,-5,-0.1,1.9,-1,/,-15,-6,0
CC(=O)NC(Cc1ccccc1)C(=O)NC(Cc1ccccc1)C(=O)O (stereo unspecified),3,0.1,4.5,4,-2,0,/,-5
CC=Cc1ccc2n(c1=O)C[C@H]1[C@H](CO)[C@@H](C(=O)NCc3ccccc3)[C@@H]2N1CC (mixture of isomers),1,0.4,1.1,-2,-5,17,6,-1
Cc1ccc(-c2cnc3c(c2)C(=O)N([C@@H](C)CO)C[C@H](C)[C@@H](CN(C)C(=O)c2cccnc2)O3)cc1,-20,-1.2,0.8,3,4,15,6,-1
CCCCNc1nccnc1-c1cccc(C=O)c1,-4,0.1,-0.8,-6,/,24,3,14
O=C(O)c1cccc(NS(=O)(=O)c2ccc3c(c2)C(=O)c2ccccc2C3=O)c1,-24,0.0,-2.1,-12,18,9,/,/
CS(=O)(=O)Nc1ccc2c(c1)[C@H]1C[C@H](CC(=O)NCc3ccccn3)O[C@H](CO)[C@H]1O2,-2,0.1,1.2,0,-2,-8,0,-5
CCS(=O)(=O)Nc1ccc2c(c1)C(=O)N(C)[C@H]1CC[C@H](CC(=O)NCc3ccc(OC)cc3)O[C@@H]1CO2,1,0.0,-0.7,0,-9,19,-6,1
CCOc1ccc2ccccc2c1/C=N/NC(=O)c1ccc(C)nc1,-4,0.1,-2.2,1,-8,9,-3,3
COc1ccccc1CN(C)C(=O)c1cnc(C)cn1,-9,0.2,2.9,-2,-27,17,-4,-5
COc1ccc(S(=O)(=O)NN(C)C)cc1N(C)S(=O)(=O)c1ccc(Cl)cc1,-16,-0.1,-2.2,2,-9,8,-12,/
Cc1ccc(N(Cc2ccccc2O)C(=O)c2ccccc2F)cc1,3,0.5,-0.1,0,-4,2,1,-6

# Brought forward from above: three compounds; new compounds follow.
SMILES,RAD52 anneal inh,XiGFP reactiv,F508del corr,ERAP1 HTS inh,ARNT TACC3 PPI,INS-1E GSIS act,RAD54 branch,esBAF inh
COc1ccccc1CN(C)C(=O)c1cnc(C)cn1,-9,0.2,2.9,-2,-27,17,-4,-5
COc1ccc(S(=O)(=O)NN(C)C)cc1N(C)S(=O)(=O)c1ccc(Cl)cc1,-16,-0.1,-2.2,2,-9,8,-12,/
Cc1ccc(N(Cc2ccccc2O)C(=O)c2ccccc2F)cc1,3,0.5,-0.1,0,-4,2,1,-6
CCOC(=O)N1CCN(C(=O)CSc2nc3c([nH]c4ccccc43)c(=O)n2CC)CC1,-4,-0.1,4.9,1,3,34,-5,0
CC(=O)OCC1=C(C(=O)O)N2C(=O)C(NC(=O)c3ccc(COc4ccc(Cl)cc4)o3)C2SC1 (stereo unspecified),-22,0.1,2.1,2,14,10,/,/
O=C(CNC(=O)c1ccc(Cl)cc1Cl)OCC(=O)N1CCCC1=O,-2,0.3,6.3,-1,/,7,/,/
CCOC(=O)c1cc(/C(C)=N/OC(=O)c2ccc(Cl)cc2)on1,-4,0.0,-2.9,-2,/,0,7,/
O=C(CSc1nnc(Cc2ccccc2)o1)N1CCCc2ccccc21,-7,/,/,-5,-2,-7,-10,3
Cc1ccc(-n2c3c(cc(C(=O)NC4CCSC4=O)c2=O)C(=O)CC(C)(C)C3)cc1 (stereo unspecified),-9&-7,/,1.9,-1&1,-3,7&6,-2,-2
O=C(Nc1ccc(C(=O)N2CCOCC2)cc1)Nc1cccc(C(F)(F)F)c1,-9,0.0,-1.9,-12,-17,-31,4,/
Cc1ccccc1C(=O)N1CCC(C(=O)OCC(=O)Nc2cccc([N+](=O)[O-])c2C)CC1,-1,0.0,0.8,2,/,-3,/,4
COc1ccc(S(=O)(=O)N[C@@H]2CC[C@H](CC(=O)NCc3ccccc3F)O[C@@H]2CO)cc1,-11,-0.4,0.0,-2,4,-1,4,3
COc1ccc(CCNC(=O)CS(=O)Cc2nc(-c3ccc(C)cc3)oc2C)cc1OC (stereo unspecified),-21,0.4,3.3,-1,-5,11,-2,-3
COC(=O)C1CCC(=S)N1C(=O)c1ccccc1 (stereo unspecified),8,0.0,-0.6,3,-3,3,-3,-8
Cc1ccc(CNC(=O)C2CCN(c3nc(C)cc(C)n3)CC2)cc1,0,-0.1,-1.0,-6,-2,14,5,/
COC(c1ccccc1)c1nnc(CCC(=O)NCc2ccc3ncccc3c2)o1 (stereo unspecified),-6,0.4,-2.5,-6,/,3,/,/
O=C(COC(=O)c1cccc([N+](=O)[O-])c1)Nc1ccc(Cl)cn1,-1,0.0,-1.9,-1,3,5,/,/
CN(C(=O)CSc1ncnc2ccccc12)C1CCS(=O)(=O)C1 (stereo unspecified),0,0.2,-7.6,-1,2,4,5,8
Cc1ccccc1S(=O)(=O)N1C[C@H](O)COC[C@H]2O[C@H](CC(=O)N3CCCCC3)CC[C@@H]21,-5,0.0,-2.9,1,2,/,2,0
CC(=O)N1CCN(C(=O)c2cccc(S(=O)(=O)N3CCN(c4ccc(F)cc4)CC3)c2)CC1,-14,0.4,2.0,-1,3,-11,/,/
C[C@H]1CN([C@@H](C)CO)S(=O)(=O)c2ccc(/C=C/c3ccccc3)cc2O[C@H]1CN(C)C(=O)NC1CCCC1,-10,-0.2,3.2,-1,-6,-7,4,6
O=C(CC1SC(=Nc2ccccc2F)N(CCN2CCOCC2)C1=O)Nc1ccc(F)cc1F (stereo unspecified),-6,0.4,0.4,-1,2,-25,/,/
Cc1cc(C)c(S(=O)(=O)N2CCCCC2CCNC(=O)C(=O)NCc2ccccn2)c(C)c1 (stereo unspecified),8,0.0,2.3,0,2,-26,-4,-5
C/C(CC(=O)Nc1cccc2c1CCCC2)=N\NC(=O)Cc1ccccc1,-2,0.1,-2.9,1,-1,14,1,7
CC(=O)Nc1ccc(NC(=O)COC(=O)[C@@H](NC(=O)c2ccc(F)cc2)C(C)C)cc1,-11,0.1,-2.9,-3,1,-4,/,/
CCOc1ccc(N(CC(=O)Nc2c(C)cc(C)cc2C)C2=NC3CS(=O)(=O)CC3S2)cc1 (stereo unspecified),-8,-0.1,-6.5,6,/,-16,10,-1
CN1C(=O)c2cc(NC(=O)NCc3ccccc3)ccc2OC[C@@H]2O[C@@H](CC(=O)O)CC[C@H]21,-14,0.1,0.1,1,7,-2,-7,0
COc1ccc(S(=O)(=O)N2CCC(C(=O)Nc3ccc(F)cc3)CC2)c2cccnc12,-8,0.0,0.5,-2,-18,6,2,-2
COc1ccc(Cc2c(O)nc(SCC(=O)N3CCOCC3)[nH]c2=O)cc1,3,0.0,-1.3,-1,3,14,-5,/
C[C@@H]1CN([C@H](C)CO)C(=O)c2cc(-c3cccnc3)cnc2O[C@H]1CN(C)C(=O)c1cccc(F)c1,6,-0.3,0.0,2,/,5,1,4
NC(=O)COc1ccc2cc(-c3ccc(F)cc3)c(=O)oc2c1,-18,0.2,3.8,-5,-5,-12,-7,12
COc1ccccc1C#Cc1ccc2c(c1)[C@H]1[C@H](CCN1S(=O)(=O)c1cn(C)cn1)[C@@H](CO)N2,-14,0.1,-1.5,-2,/,0,/,/
COc1ccc(-c2nc(SCC(=O)N(CC(C)C)c3c(N)n(Cc4ccccc4)c(=O)[nH]c3=O)n[nH]2)cc1,-9,0.0,-0.6,2,0,16,/,1
CCOC(=O)c1ccccc1NC(=S)N1CCC(C(N)=O)CC1,-13,-0.4,-1.3,/,-5,3,/,-1
Cc1ccc(CCNC(=O)C2CCC(CNc3c(N4CCC(C)CC4)c(=O)c3=O)CC2)cc1 (stereo unspecified),-11,0.1,2.3,4,-1,-7,-10,11
O=C(CN1C(=O)NC2(CCCCC2)C1=O)NCCc1ccc(Cl)cc1Cl,1,0.0,0.5,-4,-22,-6,4,3
COc1ccc(OCc2cc(C(=O)N3CCCCCCC3)no2)c(Cl)c1,-9,-0.1,2.0,1,-1,-58,-16,/
O=C(Nc1ccccc1C(=O)N1CCCCCC1)c1cccc([N+](=O)[O-])c1,-8,0.0,-0.4,5,8,20,4,-1
CO[C@H]1CN(C)C(=O)c2cc(NC(=O)C3CCCC3)ccc2OC[C@H](C)N(CC2CC2)C[C@@H]1C,1,-0.4,-0.4,1,-6,-11,-8,10
Cc1nc(-c2ccc(NC(=O)/C=C\C(=O)O)cc2)cs1,-43,0.0,-2.6,-2,3,0,/,0

# Assay outcomes from PubChem BioAssay.
